Screens (PubChem BioAssay)
RXFP1 antagonist: blocks the human relaxin receptor RXFP1; HEK293-RXFP1, relaxin-stimulated cAMP HTRF, 30 min; hits give low values; activity change, negative = inhibition, % at 57.5 µM; 0.59% of 350,000 active; AID 1259400;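 active = activity change of -60% or lower, but not beyond a set lower limit; inconclusive = change between -60% and -40%, or beyond the set limit; inactive = change above -40%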; note: % is set by controls: 0 for no effect and ±100 for the full control effect
D1 antag: antagonists of human D1 dopamine receptor; activity change, negative = inhibition, % at 10 µM; HEK293 TREx D1 cells, calcium flux, dopamine EC80; hits give low values; 3.2% of 360,000 active; AID 504652; P21728; in the data active = activity change below about -30%; note: % is set by controls: 0 for no effect and ±100 for the full control effect
Target sequence (P21728 whole entry, looked up): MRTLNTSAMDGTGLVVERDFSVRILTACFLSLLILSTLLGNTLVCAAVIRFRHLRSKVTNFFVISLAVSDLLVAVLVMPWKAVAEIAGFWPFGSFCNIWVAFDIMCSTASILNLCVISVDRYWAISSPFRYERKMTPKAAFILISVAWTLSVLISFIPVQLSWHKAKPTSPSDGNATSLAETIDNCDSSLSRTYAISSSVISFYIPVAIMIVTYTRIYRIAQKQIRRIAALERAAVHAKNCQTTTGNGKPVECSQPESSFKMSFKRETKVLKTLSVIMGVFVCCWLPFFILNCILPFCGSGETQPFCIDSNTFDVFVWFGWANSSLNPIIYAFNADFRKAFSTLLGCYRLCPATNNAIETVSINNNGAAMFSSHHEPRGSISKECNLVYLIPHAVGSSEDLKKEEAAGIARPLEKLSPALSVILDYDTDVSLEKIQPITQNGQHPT
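Using tetracycline-induced force-coupled D1 Hek293 cells and a calcium dye, signals were followed for 180 s after compound, then for 180 s after EC80 dopamine, to detect inhibitors.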
D1 agonist: agonists of human D1 dopamine receptor; P21728; HEK293 T-REx D1 cells, calcium flux, agonist mode; activation, % at 2 µM; 1% of 360,000 active; AID 504660; in the data active = activation above about 30%; note: 0% is about no effect
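Inducible HEK293 T-REx D1 cells, force-coupled to calcium signalling, were plated at 4000 cells/well with tetracycline and held overnight at 30 C. After no-wash calcium dye loading, compound-evoked calcium rise over 180 s flagged agonists.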
D2 agonist: activates the human D2 dopamine receptor. P14416. HEK293 T-REx D2 cells, calcium flux agonist mode. activation, % at 2 µM. 0.53% of 340,000 active. AID 485358;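 active = activation over 3 SD above normal in the single-dose calcium agonist read, cut at about 30% in these data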; note: 0% is about no effect
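HEK293 Trex D2 cells, tetracycline-induced, o/n 30 C 5% CO2; no-wash Ca dye, RT 30–90 min; 10-cycle baseline, 23 nl cpd added, kinetic Ca read 180 s; agonist hits = positive Ca response.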
D2 potentiator: positive allosteric modulators of human D2 dopamine receptor; HEK293 T-REx D2, calcium flux, EC20 dopamine potentiation; P14416; potentiation, % at 10 µM; 0.34% of 340,000 active;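 active = potentiation over 3 SD above the plate norm, cut at about 30% in these data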; note: 0% is about no effect
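Tetracycline-induced HEK293 T-REx cells force-coupled to calcium signalling expressed D2; compounds were pin-added after a 10 s baseline, read kinetically 180 s, then an EC20 dopamine challenge followed with a further 180 s calcium read.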
D1 potentiator: enhances dopamine response at the human D1 receptor. HEK293 TREx D1 cells, calcium flux, dopamine EC20 potentiation. 0.036% of 360,000 active. P21728. AID 504651. potentiation, % at 10 µM; in the data active = potentiation above about 30%; note: 0% is about no effect
TRHR enhancer: TRH receptor (human) allosteric enhancement; P34981; TRHR cells, fluo-8 calcium fluorescence, EC20 TRH enhancement; enhancement, % at 2 µM; 0.66% of 360,000 active; AID 493056; in the data active = enhancement above about 30%; note: 0% is about no effect
Target sequence (P34981 whole entry, looked up): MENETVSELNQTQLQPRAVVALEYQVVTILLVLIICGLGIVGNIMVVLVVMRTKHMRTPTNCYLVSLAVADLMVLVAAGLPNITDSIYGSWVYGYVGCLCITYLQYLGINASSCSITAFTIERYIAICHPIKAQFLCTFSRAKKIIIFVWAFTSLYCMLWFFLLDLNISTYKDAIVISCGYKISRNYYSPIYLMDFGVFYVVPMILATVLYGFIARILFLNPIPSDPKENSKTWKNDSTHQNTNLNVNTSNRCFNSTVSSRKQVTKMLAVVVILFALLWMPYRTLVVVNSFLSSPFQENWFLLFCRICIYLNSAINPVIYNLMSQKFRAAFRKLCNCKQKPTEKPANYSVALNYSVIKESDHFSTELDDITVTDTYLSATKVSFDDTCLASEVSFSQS
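Enhancer read-out: after compound pinning and an initial kinetic agonist-mode read, an EC20 of TRH (10 nM final) was injected and fluo-8 calcium signal (Ex 480/Em 530) followed at 1 s/cycle for 100 cycles in TRHR-expressing cells.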
RXFP1 agonist: activates the human relaxin receptor RXFP1; HEK293T-RXFP1 cAMP TR-FRET, 30 min; response scale: percent of porcine relaxin response, buffer zero; Potency, µM (top dose mostly 57.5 µM), for the others: at the top dose activation, hits mostly activators; AID 2676; 0.3% of 370,000 active; active = well fitted activation curve with a large enough effect; inconclusive = small, poorly fitted or top-dose-only effect; note: potency is the fitted concentration of half-maximal effect; % is set by controls: 0 for no effect and ±100 for the full control effect; nearly all actives have a fitted effect of over 60% in size; many of its hits are not listed in these tables
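HEK293T cells stably expressing RXFP1 were pretreated with the PDE4 inhibitor Ro 20174, exposed to compounds for 30 min at 37C, lysed, and cAMP was read by TR-FRET. Data normalized to buffer (basal) and 29 nM porcine relaxin (100%).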
D2 antagonist: antagonizes the human D2 dopamine receptor; 2% of 340,000 active; inhibition, % at 10 µM; AID 485344; P14416; HEK293 TREx D2 cells, calcium flux, dopamine EC80; in the data active = inhibition above about 30%; note: 0% is about no effect
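Measurement of antagonist activity uses fluorescent calcium dye in inducible HEK293 T-REx D2 cells: 10 s baseline, compound addition with 180 s read, EC80 dopamine addition with a further 180 s read.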
Starred values were filed as active, the others as inactive; ? = inconclusive; / = not tested or not shown; & = joins results of further samples.

SMILES | RXFP1 antagonist | D1 antag | D1 agonist | D2 agonist | D2 potentiator | D1 potentiator | TRHR enhancer | RXFP1 agonist | D2 antagonist
Cc1ccc(NC(=O)C2CCCN(S(=O)(=O)c3cccnc3)C2)c(C)c1 (configuration not stated) | 5 | -6 | 0 | 0.7 | -6 | 2 | -1 | 0.2% | 5
COc1ccc(N(CC(=O)NCCSC2CCCCC2)S(=O)(=O)c2ccccc2)cc1OC | -15 | -8 | 2 | 0.7 | -2 | 6 | 0 | -0.1% | 10
Cc1nnc(N2CCOCC2)c2nn(-c3cccc(Cl)c3)c(C)c12 | / | 25 | 17 | 6.1 | 0 | -4 | 1 | 4.7% | -7
COc1ccc(CCn2nnnc2C(C(C)C)N2CCC(C(N)=O)CC2)cc1OC (configuration not stated) | 7 | -8 | 1 | 0.7 | 14 | 2 | -2 | -0.7% | 4
CC(C)(C)c1ccc(C(=O)NCCOc2ccccc2)cc1 | -23 | -31* | 7 | -1.3 | -4 | -3 | -4 | -2.4% | -1
CCOC(=O)c1c(NC(=O)COc2ncnc3ccccc23)sc(C(C)=O)c1C | 1 | 1 | 2 | 1.0 | 13 | -2 | 2 | 10% | 20
CCN(CC(=O)Nc1ccccc1C(F)(F)F)C(=O)C1CCN(C(=O)Nc2ccccc2)CC1 | -7 | -8 | 8 | / | -12 | / | 6 | 0.8% | /
O=C(Nc1c2c(nn1-c1ccccc1)CS(=O)(=O)C2)c1ccccc1Br | -4 | 2 | -1 | 0.8 | 0 | -6 | -8 | -0.1% | -6
NC(=O)CC(NC(=O)Cc1ccc(Cl)cc1)c1ccc(NCCOc2ccccc2)c([N+](=O)[O-])c1 (configuration not stated) | / | -22 | 0 | -0.2 | 7 | -8 | 1 | -0.5% | -16
Cc1c(C)n(C)c2ccc(C(=O)NCCCN3CCN(c4ccc(F)cc4)CC3)cc12 | 12 | 2 | 7 | 0.2 | -23 | -11 | -4 | -0.9% | -17
Cc1cccc(OCC(=O)O/N=C(\N)c2ccc(Br)cc2)c1 | -27 | 4 | 10 | 0.6 | -1 | 0 | -9 | 1.5% | 4
O=C(NC(=S)Nc1ccc(Cl)cc1Cl)C1CC1 | -23 | 10 | 1 | 0.3 | 10 | -1 | -4 | -1.1% | -3

Reprinted from the part before: four compounds, followed by the next part.
SMILES | RXFP1 antagonist | D1 antag | D1 agonist | D2 agonist | D2 potentiator | D1 potentiator | TRHR enhancer | RXFP1 agonist | D2 antagonist
NC(=O)CC(NC(=O)Cc1ccc(Cl)cc1)c1ccc(NCCOc2ccccc2)c([N+](=O)[O-])c1 (configuration not stated) | / | -22 | 0 | -0.2 | 7 | -8 | 1 | -0.5% | -16
Cc1c(C)n(C)c2ccc(C(=O)NCCCN3CCN(c4ccc(F)cc4)CC3)cc12 | 12 | 2 | 7 | 0.2 | -23 | -11 | -4 | -0.9% | -17
Cc1cccc(OCC(=O)O/N=C(\N)c2ccc(Br)cc2)c1 | -27 | 4 | 10 | 0.6 | -1 | 0 | -9 | 1.5% | 4
O=C(NC(=S)Nc1ccc(Cl)cc1Cl)C1CC1 | -23 | 10 | 1 | 0.3 | 10 | -1 | -4 | -1.1% | -3
Cc1ccc(NC(=O)C2CCN(S(=O)(=O)c3cccc4nonc34)CC2)cc1 | -9 | 0 | 0 | / | -6 | -3 | -5 | 1.6% | /
CC[C@H](C)[C@H](NC(N)=O)C(=O)Nc1ccc(S(=O)(=O)NC(C)C)cc1 | 1 | 5 | 2 | / | / | 0 | -11 | 1.2% | /
Cc1ccc(NC(=O)CSc2ccccn2)cc1S(=O)(=O)N1CCOCC1 | 5 | 6 | 5 | -0.3 | -3 | 5 | -3 | -1.4% | -5
Cc1ccc(S(=O)(=O)N(C)c2nc3ccccc3[nH]c2=S)cc1 | -17 | 1 | 2 | -0.3 | -11 | 9 | 5 | -1.6% | 11
CCOc1ccccc1NC(=O)Cn1ccn(-c2ccccc2)c(=O)c1=O | -5 | -4 | 1 | 0.8 | -3 | -3 | -5 | 1.3% | /
N#CCC(=O)Nc1ccc(C(F)(F)F)cc1N1CCOCC1 | 3 | 5 | 2 | 0.3 | 19 | 2 | 2 | 0.0% | 1
O=C(NNC(=O)c1ccccc1F)c1ccc2[nH]c(=O)c(=O)[nH]c2c1 | 4 | 14 | 2 | 0.2 | -9 | 7 | 5 | 5.4% | -5
COc1ccc(/C=N/Nc2nc(-c3ccc(C)cc3)c(C#N)c(=O)[nH]2)cc1 | -16 | -3 | 0 | -1.9 | 6 | -3 | 17 | 6.4% | 0
NS(=O)(=O)c1ccc(CNC(=O)c2cc(-c3cccnc3)nc3ccc(Cl)cc23)cc1 | -13 | 4 | 1 | 0.2 | -18 | -5 | 3 | 3.3% | -2
CS(=O)(=O)c1ccc(Cl)c(NC(=O)COC(=O)CNC(=O)c2ccccc2)c1 | -3 | 4 | 4 | 2.7 | 2 | -2 | -5 | 0.3% | 12
Cc1cc(=O)oc2cc(OCC(=O)N3c4ccccc4CC3C)ccc12 (configuration not stated) | -5 | 2 | 0 | -0.7 | -11 | 1 | -4 | 7.8% | 3
COc1ccc(CCNC(=O)c2cc(=O)c3ccc(C)cc3o2)cc1OC | -1&-12 | -9&-15 | 11&14 | 1.9 | -9&-4 | -3&-1 | -3&9 | 1.5%&0.1% | 10
C=C[C@@H]1c2ccccc2N(S(=O)(=O)c2ccc(C)cc2)[C@H](c2ccccc2C(F)(F)F)C1(C#N)C#N | / | 28 | 0 | 0.3 | 4 | 2 | 0 | -1.0% | 7
Cc1nnc(NC(=O)CSc2nccn2Cc2ccccc2)s1 | 0 | 9&5 | 2&2 | 0.8&0.6 | 4&14 | -3&1 | -1&-1 | 0.6%&-3.0% | -6
COc1ccc(C(=O)NCCNc2ccc([N+](=O)[O-])cn2)cc1 | 1 | -9 | 1 | -0.1 | -9 | -3 | -3 | 1.1% | 16
Cc1ccccc1NC(=O)CCC(=O)OCC(=O)c1cccc([N+](=O)[O-])c1 | -21 | -4 | 5 | / | / | 1 | 5 | 3.1% | /
Cc1cccnc1NC(=O)C1CCN(S(=O)(=O)c2c(C)noc2/C=C/c2ccco2)CC1 | 1 | -3 | 0 | / | 3 | 2 | 0 | -0.1% | /
COc1ccccc1CNS(=O)(=O)c1cc(-c2cc(C)no2)ccc1C(C)C | 1 | -38* | 18 | 5.1 | 1 | -6 | 4 | -1.6% | 7
CCOC(=O)/C(C#N)=C/c1ccc(N2CCCCC2)cc1 | -21 | -9 | 69* | 10 | 11 | 3 | 5 | -1.6% | -8
C=CCN(c1ccccc1)S(=O)(=O)c1cccc(C(=O)NC2CCC(O)CC2)c1 (configuration not stated) | -4 | 3 | 2 | -0.1 | -11 | -5 | -1 | -1.6% | -2
COc1ccc(S(=O)(=O)N2CC(O)C[C@H]2C(=O)OCC(=O)N2CCCCCC2)cc1 (some centres not stated) | 13 | -27 | 2 | / | / | -4 | 25 | -0.1% | /
COc1ccc(CN(C)c2ncnc(N)n2)cc1 | -12 | -13 | 1 | -1.8 | -3 | -4 | 5 | 1.8% | -7
COc1ccc(N2CCN(C(=O)c3nn(-c4ccc(C)cc4)c(=O)n(C)c3=O)CC2)cc1 | 4 | -3 | 1 | 0.4 | 0 | -2 | -1 | -1.1% | /
CC(C)(C)S(=O)(=O)c1ccsc1C(=O)O | -8 | -3 | 4 | 0.0 | 4 | -3 | 2 | 6.7% | -8
O=S(=O)(N1CCCCCC1)N1CCN(S(=O)(=O)N2CCOCC2)CC1 | -2 | 2 | 2 | -0.1 | -2 | -4 | -11 | 1.3% | 8
CC1CCc2c(sc3nc(CN4CCN(S(=O)(=O)c5ccccc5[N+](=O)[O-])CC4)[nH]c(=O)c23)C1 (configuration not stated) | 0 | 8 | 0 | 2.4 | 23 | -7 | 4 | -2.0% | -6
Cc1ccccc1CNCCCSc1nnnn1-c1ccccc1 | -4 | 4 | 36* | 0.4 | -20 | -1 | -2 | 2.3% | /
O=C(c1ccccc1NS(=O)(=O)c1cccc([N+](=O)[O-])c1)N1CCOCC1 | 8 | -8 | 2 | 0.2 | -2 | -6 | 4 | -0.4% | 4
O=C(CN1CCN(c2ccccn2)CC1)Nc1ccc(Cl)c(C(F)(F)F)c1 | -11 | 8 | 4 | 1.4 | -16 | 0 | -12 | 0.3% | -20
O=S(=O)(NC1CCN(Cc2ccccc2)CC1)c1ccc(Cl)cc1 | -8 | -29 | 16 | -0.2 | -8 | -11 | -2 | 1.8% | 21
CC1C=CCC2C(=O)N(c3ccccc3OC(=O)c3ccco3)C(=O)C12 (configuration not stated) | 2 | -10 | 1 | 1.3 | 3 | -2 | 3 | -1.1% | -16
O=C(Nc1nnc(Cc2ccccc2)s1)c1ccccc1 | -4 | -2 | 5 | 1.5 | -18 | -2 | 2 | 16% | -7
COc1ccc(OCC(=O)Nc2ccccc2C(=O)OCc2cc(=O)n3nc(C)sc3n2)cc1 | 2 | 5 | 2 | / | 2 | 0 | 8 | -1.5% | /
N#CC1=C(N)NC(SCc2ccccc2)=C(C#N)C12CCCC2 | -4 | -19 | 9 | 1.1 | 14 | -11 | 9 | 1.2% | 2
CC(C)CN(C(=O)COC(=O)CCCc1nc2ccccc2s1)c1c(N)n(Cc2ccccc2)c(=O)[nH]c1=O | -3 | 2 | 0 | -0.2 | -8 | -2 | -3 | 0.4% | -4
O=C(O)C#Cc1cccc2ccccc12 | 0 | -15 | 4 | 0.0 | -8 | -1 | 0 | 17% | -7
Cc1ccc(Cl)cc1N1CCN(C(=O)Cc2c(C(=O)O)c(C)cn2C)CC1 | -5 | 10 | 1 | 0.6 | 11 | -2 | 7 | 0.1% | /
Cc1ccc(CCNC(=O)c2cn(C)c3ccc(S(=O)(=O)N(C)C4CCCCC4)cc3c2=O)cc1 | -4 | 2 | -1 | 0.0 | -2 | 8 | -1 | ? | /
Cc1cc(C(=O)CN2C(=O)NC3(CCCCC3)C2=O)c(C)n1Cc1ccco1 | 5 | 18 | 1 | 0.7 | 2 | -2 | -5 | -0.1% | 6
O=C1NC2(CCCCC2)C(=O)N1Cc1cc(=O)n2ccsc2n1 | 4 | 1 | 3 | 0.2 | 19 | -6 | 1 | 24% | -20
COc1ccccc1OCC(=O)N/N=C/C=C/c1ccc([N+](=O)[O-])o1 | / | 4 | -2 | 1.6 | 10 | 9 | 13 | 0.8% | -22
COc1cccc2c1C(CO)N1C(C#N)C3CC(C(=O)O)C(C1C2)N3C (configuration not stated) | / | 1 | 0 | 0.3 | 7 | 0 | -3 | 5.9% | -12
Cc1cccc(-n2c(CNC(=O)c3ccc(S(=O)(=O)N4CCCCC4)cc3)n[nH]c2=S)c1 | -5 | 1 | -1 | 0.1 | 2 | -2 | -1 | 8.2% | -17

Only part of the results is shown; rates above refer to the full screens.
